Source: PubChem (National Center for Advancing Translational Sciences (NCATS))
DT40 TDP1 CPT = qHTS for Inhibitors of human tyrosyl-DNA phosphodiesterase 1 (TDP1): qHTS in cells in presence of CPT. chicken DT40 Tdp1-/-;hTDP1 cells + 20 nM CPT, ATP luminescence, 48 h. Potency, µM (doses to about 46.2 µM), without a hit: top-dose activity change, negative = growth inhibition, actives largely listed as inhibitors. actives 12% (n = 420,000); note: nearly all actives have a fitted effect of over 55% in size
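Chicken DT40 Tdp1-/- cells stably complemented with human TDP1 were seeded at 400 cells/well in medium containing 20 nM camptothecin, exposed to pin-transferred compounds, and grown at 37 °C for at least 48 hr. Viability was read as ATP luminescence.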
KAT2A inh = qHTS Assay for Inhibitors of GCN5L2 | Histone acetyltransferase KAT2A (Homo sapiens), Q92830 | GCN5L2 HAT assay, ThioGlo1 CoA-SH fluorescence | Potency, µM (titrated, usually from 58.9 µM), for inactives: at the highest dose activity change, negative = inhibition, hits mostly inhibitors | actives 0.21% (n = 390,000) | AID 504327, 2011
Target sequence (Q92830 whole entry, looked up): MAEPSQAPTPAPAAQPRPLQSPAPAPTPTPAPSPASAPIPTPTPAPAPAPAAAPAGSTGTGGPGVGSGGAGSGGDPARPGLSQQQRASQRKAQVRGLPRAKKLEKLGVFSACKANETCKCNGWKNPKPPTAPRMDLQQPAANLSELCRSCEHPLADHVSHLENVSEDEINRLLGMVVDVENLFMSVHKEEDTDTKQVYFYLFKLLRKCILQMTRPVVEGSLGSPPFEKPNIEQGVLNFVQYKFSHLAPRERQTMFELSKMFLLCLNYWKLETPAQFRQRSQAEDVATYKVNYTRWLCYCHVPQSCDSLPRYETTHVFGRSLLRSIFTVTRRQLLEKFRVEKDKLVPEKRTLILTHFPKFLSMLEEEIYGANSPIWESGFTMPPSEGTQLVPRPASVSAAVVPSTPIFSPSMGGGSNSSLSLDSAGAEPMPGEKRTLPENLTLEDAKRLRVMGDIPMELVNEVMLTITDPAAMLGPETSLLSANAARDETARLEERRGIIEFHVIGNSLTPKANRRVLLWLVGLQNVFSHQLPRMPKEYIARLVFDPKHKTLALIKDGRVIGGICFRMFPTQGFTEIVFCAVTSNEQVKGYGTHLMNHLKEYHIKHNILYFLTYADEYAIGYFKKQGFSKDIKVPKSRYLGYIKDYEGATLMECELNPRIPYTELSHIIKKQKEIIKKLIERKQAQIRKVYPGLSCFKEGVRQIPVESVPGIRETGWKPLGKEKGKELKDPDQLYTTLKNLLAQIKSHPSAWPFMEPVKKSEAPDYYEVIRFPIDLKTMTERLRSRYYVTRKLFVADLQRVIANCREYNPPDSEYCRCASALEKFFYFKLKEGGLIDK
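GCN5L2 (20 nM) in 50mM HEPES pH 7.5, 0.1mM EDTA, 0.01% Tween-20 preincubated 15 min with compounds at room temperature. Reaction started with H3(1-25) 75uM, acetyl-CoA 70uM, ThioGlo1 50uM; CoA-thiol fluorescence (Ex340/Em540) read at 0 and 20 min.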
DT40 TDP1 no CPT = qHTS for Inhibitors of human tyrosyl-DNA phosphodiesterase 1 (TDP1): qHTS in cells in absence of CPT; DT40 Tdp1-/- hTDP1 cells, no CPT, ATP luminescence, 48 h; Potency, µM (doses to about 46.2 µM), inactives show top-dose activity change, negative = growth inhibition, usual class: inhibitors; actives 15% (n = 420,000); note: nearly all actives have a fitted effect of over 55% in size
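Camptothecin absent (DMSO only). Human TDP1-complemented DT40 knockout cells, 400 cells/well, 37 °C for minimum 48 hr; ATP measured via CellTiter-Glo, 30 min dark incubation, luminescence.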
The depositor's hits bear a star; ? = inconclusive; / = not tested or not shown; & = joins results of further samples. Calls come from the whole dose curve; as a rule, active = well fitted curve in the direction sought with a large enough effect; inconclusive = small, poorly fitted or top-dose-only effect, or another doubt; inactive = no such curve, though single readings can be large; an effect the other way counts as inactive or inconclusive. % is set by controls: 0 for no effect and ±100 for the full control effect; potency is the fitted concentration of half-maximal effect.

molecule,DT40 TDP1 no CPT,KAT2A inh,DT40 TDP1 CPT
COc1ccccc1-c1nnc(C2CCN(C(=O)c3ccc(C)cc3)CC2)o1,?,-1.4%,-26.8%
CCOc1ccc2nc(SC3CC(=O)N(c4ccccc4)C3=O)sc2c1 (configuration not stated),3.66µM*,-2.9%,2.91µM*
CCOC(=O)N1CCN(C(C(=O)NC2CCCC2)C(C)C)CC1 (configuration not stated),-10.5%,/,-4.1%
CCOc1ccc(NC(=O)N2CC=C(n3c(=O)[nH]c4ccccc43)CC2)cc1,?,-10.1%,?
CCCC(CCC)=NNc1ccc(S(=O)(=O)Nc2ccccc2OC)cc1[N+](=O)[O-],?,-10.8%,?
COc1cc2cc(CN(C(=O)Nc3ccccc3)C3CCCC3)c(=O)[nH]c2cc1OC,-23.2%,1.6%,-14.3%
COc1ccc(CCNC(=O)c2ccc(Br)cc2)cc1,-20.7%,-2.4%,-11.3%
CCOc1nc(C)ccc1-c1noc(-c2ccncc2)n1,-17.8%,-3.8%,-23.2%
COc1cccc(C(C(=O)NC2CCCC2)N(C(=O)c2ccco2)c2ccccc2)c1OC (configuration not stated),?,-0.7%,?
O=C(NNc1ccccn1)C(=O)NNS(=O)(=O)c1ccc(Cl)cc1,?,-13.0%,?
Cc1ccc(NC(=O)CNc2ccc(N3CCOCC3)cc2)cc1S(=O)(=O)N(C)C,-4.7%,-3.4%,3.5%
Cc1cccc(NC(=S)N2CCN(Cc3ccccc3)CC2)c1C,?,-3.2%,-11.9%
FC(F)(F)c1cnc(-c2cnc(-c3ccncc3)nc2)c(Cl)c1,-29.7%,-1.1%,-2.7%
Nc1nncn1C(=O)CCCOc1ccccc1,-12.6%,0.1%,-11.0%
CCc1ccc(Sc2cc(C(=O)NC(C)CC)c3ccccc3n2)cc1 (configuration not stated),16.4µM*,-12.2%,16.4µM*
COCC(C)NC(=O)CSc1nc(-c2ccccc2)c(-c2ccccc2)o1 (configuration not stated),8.2µM*,-5.3%,11.6µM*
CCOC(=O)/C=C1\SCC(=O)N1CC(=O)NC(C)C,-3.1%,-2.3%,0.7%
CC1=NN(c2nc(-c3ccccc3)cs2)C(=O)C1,2.7%,-15.6%,-19.9%
COC(=O)c1cn(NC(=O)Cc2ccccc2OC)c(=O)c2ccccc12,17.3%,-1.2%,-3.7%
O=[N+]([O-])c1ccc(N=Nc2c(O)[nH]c3ccc(F)cc23)cc1,?,-4.2%,?
CCCCc1nc2sc3c(c2c(=O)n1NC(=O)c1ccco1)CC(C)(C)OC3,0.5%,-3.7%,1.9%
O=C(O)c1c2c(nc3ccccc13)/C(=C/c1ccc(O)cc1)CC2,-7.5%,?,-9.3%
O=C(COC(=O)CC1CCCC1)Nc1cc2c(cc1Cl)C(=O)c1ccccc1C2=O,-18.1%,-14.5%,?
Cc1nn(Cc2ccccc2)c(C)c1CNC(=O)CN=C1NS(=O)(=O)c2ccccc21,?,-4.3%,-18.7%
CC(=O)NCC(=O)OCC(=O)c1ccc(Br)cc1,-10.9%,3.6%,9.0%
CCCCOc1ccc(CN2CCC(O)CC2)cc1,-2.7%,-6.1%,2.7%
Cc1ccccc1-c1nc(-n2ccnc2)c2ccccc2n1,?,-5.5%,?
COCCn1c(=O)[nH]c2cc(C(=O)NCC3CCCO3)ccc2c1=O (configuration not stated),-8.8%,0.9%,-10.3%
CCCN(CCC)CCCNC(=O)c1sc2nc3n(c(=O)c2c1C)CCC3,-10.9%,3.8%,5.9%
COc1ccc(Br)cc1S(=O)(=O)n1c([N+](=O)[O-])cnc1C,-8.2%,2.2%,0.0%

Continued.
molecule,DT40 TDP1 no CPT,KAT2A inh,DT40 TDP1 CPT
CCN(CC)S(=O)(=O)c1ccccc1/C=N\O,-12.1%,-4.6%,8.2%
BrC(/C=N/N1CCN(Cc2ccccc2)CC1)=C/c1ccccc1,6.51µM*,-14.0%,13µM*
O=C(CN1C(=O)COc2ccccc21)N1CCN(c2ccccc2F)CC1,-22.3%,-0.3%,-13.8%
CC(C(=O)Nc1cccnc1)n1cc([N+](=O)[O-])cn1 (configuration not stated),0.5%,-10.7%,-1.2%
Cc1nc2ccccn2c1C(=O)NNC(=S)Nc1ccccc1,-6.9%,-4.7%,5.1%
O=C(CSc1nnc(CCCOc2ccc(Cl)cc2Cl)o1)Nc1ccc(C(=O)O)cc1,14.1%,0.4%,11.6%
CCC(C)CN1C(=O)CSCC1(C)C(=O)NC(C)C (configuration not stated),18.8%,/,10.9%
Cc1cc(C(=O)CN2C(=O)NC(C)(c3ccccc3)C2=O)c(C)n1CC1CCCO1 (configuration not stated),3.0%,19.5%,0.2%
NC(CCc1ccccc1)c1csc(Nc2nncc3ccccc23)n1 (configuration not stated),20.6µM*,/,20.6µM*
CCn1c(SCC(=O)c2cc(C)ccc2C)nc2cc(S(=O)(=O)N3CCOCC3)ccc21,18.4µM*,-6.5%,?
COc1ccc(NC(=O)C2CCCN2S(=O)(=O)c2ccc(Cl)cc2)cc1 (configuration not stated),?,-3.0%,-11.6%
CCCc1cc(=O)oc2cc(C)cc(OCC(=O)N3CCC(C(=O)O)CC3)c12,-27.5%,-28.1%,-0.3%
O=C1c2ccccc2C(=O)N1CCc1csc(-c2cccc(Cl)c2)n1,-16.5%,-5.6%,-23.9%
COc1ccc(CNC(=O)O[C@H]2CN(C(=O)OC(C)C)N(C(=O)OC(C)C)[C@@H]3CN(S(=O)(=O)c4ccc(C)cc4)C[C@]23O)cc1OC,23.1µM*,/,?
COc1ccc(NC(=O)C(=O)c2cn(CC(=O)N3CCOCC3)c3ccccc23)cc1OC,1.4%,-23.1%,?
NC(=O)[C@@H]1CCCNc2c(F)cc([N+](=O)[O-])cc2C(=O)N[C@@H](CCC(=O)O)C(=O)N[C@@H](CO)C(=O)N1,2.1%,-2.8%,7.1%
CC1(C)CC[C@]2(C(=O)O)CC[C@@]3(C)C(=CCC4[C@@]5(C)CCC(O)[C@@](C)(CO)C5CC[C@@]43C)C2C1 (some centres not stated),?,-19.4%,-6.8%
CCN1CCN(Cc2c(O)ccc3oc(C)c(C(=O)Nc4cccc(Cl)c4C)c23)CC1,20.6µM*,-1.5%,8.2µM*
O=C(NC1CC(=O)N(c2ccc(F)cc2)C1)C1CCCC1 (configuration not stated),1.9%,-2.4%,3.6%
O=C(NC(Cc1ccccc1)C(=O)O)OCC1c2ccccc2-c2ccccc21 (configuration not stated),-3.0%,-3.2%,-0.7%
CNS(=O)(=O)c1cc(C(=O)OCC(=O)NC2CCCc3ccccc32)ccc1Cl (configuration not stated),-9.5%,-0.7%,-15.2%
CCOC(=O)COc1cc(OCC(=O)OCC)c2c(=O)cc(-c3ccccc3)oc2c1,-24.5%,26.9%,-23.5%
O=C(O)c1ccc(NS(=O)(=O)c2cc(C(=O)O)ccc2Br)cc1,-17.7%,-5.5%,3.3%
COc1cc(NS(=O)(=O)c2ccc(NC(=S)NC(=O)c3ccco3)cc2)nc(OC)n1,21.7%,3.9%,-7.0%
O=C(NCc1ccccc1Cl)C1CCCN(S(=O)(=O)c2cnc[nH]2)C1 (configuration not stated),-14.7%,0.1%,3.4%
Cn1ccnc1CC(O)(c1ccccc1)c1ccccc1,-18.7%,-13.5%,-20.3%
Cc1c(Cl)cccc1NC(=S)NC(=O)c1ccccc1,?,/,-14.8%
CCCCCCC1CC(=CN(C)C)C(=O)O1 (configuration not stated),16.4µM*,/,?
Cn1nc(C(=O)NCc2ccc(F)cc2)c2c1-c1ccccc1SC2,?,-5.6%,?
CCCN(C(=O)c1cc2c(=O)n(CC)c3ccccc3c2s1)c1ccccc1F,6.51µM*,1.6%,8.2µM*

Pulled by structure from above (two):
molecule,DT40 TDP1 no CPT,KAT2A inh,DT40 TDP1 CPT
Cc1cc(C(=O)CN2C(=O)NC(C)(c3ccccc3)C2=O)c(C)n1CC1CCCO1 (configuration not stated),3.0%,19.5%,0.2%
Cc1c(Cl)cccc1NC(=S)NC(=O)c1ccccc1,?,/,-14.8%

(cont.)
molecule,DT40 TDP1 no CPT,KAT2A inh,DT40 TDP1 CPT
CCOC(=O)CSc1n[nH]c(-c2ccco2)n1,2.4%,-1.3%,?
CCCN1C2CCCC1CC(NC(=O)c1ccc(OC)cc1)C2 (configuration not stated),13.8%,-0.5%,-3.6%
Cc1ccc(/C=N/NC(=O)CSc2nnc(-c3ccccc3)n2-c2ccc(Cl)cc2)o1,?,-11.4%,?
Cc1cccc(Cl)c1NC(=O)N1CCCN(c2ncccc2[N+](=O)[O-])CC1,-5.2%,-3.8%,4.2%
Cc1ccc(C)c(NC(=O)C(c2ccccc2)N2CCOCC2)c1 (configuration not stated),-3.6%,0.8%,3.9%
CC(C)NS(=O)(=O)c1ccc(OCC(=O)N2CCN(c3ccccc3)CC2)cc1,?,-1.9%,-5.3%
COC(=O)c1ccc(COc2ncnc3sccc23)cc1,17.4%,3.0%,-0.4%
Cc1ccc(N=Nc2c(C)[nH]n(-c3ccccc3)c2=O)cc1,1.8%,1.0%,-17.8%
Cc1onc(-c2c(F)cccc2Cl)c1C(=O)Nc1nnc(C2CC2)s1,?,-2.9%,?
Cc1ccc(Cl)cc1NC(=O)CN1C(=O)COc2ccc(S(=O)(=O)N3CCOCC3)cc21,19.2%&-7.4%,-9.7%&0.1%,-3.4%&-18.3%
CC(C)(C)c1ccc(/C=N/N2C(=O)CSC2=S)cc1,?,-3.8%,-16.6%
Cc1ccc(Cn2c(=N)c(C(=O)NCC3CCCO3)cc3c(=O)n4ccccc4nc32)cc1 (configuration not stated),?,-2.0%,?
Cc1ccc(C)n1NC(=O)c1ccccc1Cl,?,-1.3%,-26.2%
COc1ccc(Cc2c(C3CCCCC3)nc3c4ccccc4ccn23)c(C)c1,?,/,?
Cc1nc([N+](=O)[O-])cn1-c1ccc(N)cc1,-25.0%,14.4%,-0.6%
O=C(Cn1cnc2cc([N+](=O)[O-])ccc2c1=O)NCc1ccccc1,-21.7%,-3.5%,-6.3%
O=C(CCNC(=O)c1ccc(Br)cc1)NCc1ccco1,-13.0%,-5.5%,-20.3%

Structures shown so far that contain a Cl atom, in the order listed:
molecule,DT40 TDP1 no CPT,KAT2A inh,DT40 TDP1 CPT
O=C(NNc1ccccn1)C(=O)NNS(=O)(=O)c1ccc(Cl)cc1,?,-13.0%,?
FC(F)(F)c1cnc(-c2cnc(-c3ccncc3)nc2)c(Cl)c1,-29.7%,-1.1%,-2.7%
O=C(COC(=O)CC1CCCC1)Nc1cc2c(cc1Cl)C(=O)c1ccccc1C2=O,-18.1%,-14.5%,?
O=C(CSc1nnc(CCCOc2ccc(Cl)cc2Cl)o1)Nc1ccc(C(=O)O)cc1,14.1%,0.4%,11.6%
COc1ccc(NC(=O)C2CCCN2S(=O)(=O)c2ccc(Cl)cc2)cc1 (configuration not stated),?,-3.0%,-11.6%
O=C1c2ccccc2C(=O)N1CCc1csc(-c2cccc(Cl)c2)n1,-16.5%,-5.6%,-23.9%
CCN1CCN(Cc2c(O)ccc3oc(C)c(C(=O)Nc4cccc(Cl)c4C)c23)CC1,20.6µM*,-1.5%,8.2µM*
CNS(=O)(=O)c1cc(C(=O)OCC(=O)NC2CCCc3ccccc32)ccc1Cl (configuration not stated),-9.5%,-0.7%,-15.2%
O=C(NCc1ccccc1Cl)C1CCCN(S(=O)(=O)c2cnc[nH]2)C1 (configuration not stated),-14.7%,0.1%,3.4%
Cc1c(Cl)cccc1NC(=S)NC(=O)c1ccccc1,?,/,-14.8%
Cc1ccc(/C=N/NC(=O)CSc2nnc(-c3ccccc3)n2-c2ccc(Cl)cc2)o1,?,-11.4%,?
Cc1cccc(Cl)c1NC(=O)N1CCCN(c2ncccc2[N+](=O)[O-])CC1,-5.2%,-3.8%,4.2%
Cc1onc(-c2c(F)cccc2Cl)c1C(=O)Nc1nnc(C2CC2)s1,?,-2.9%,?
Cc1ccc(Cl)cc1NC(=O)CN1C(=O)COc2ccc(S(=O)(=O)N3CCOCC3)cc21,19.2%&-7.4%,-9.7%&0.1%,-3.4%&-18.3%
Cc1ccc(C)n1NC(=O)c1ccccc1Cl,?,-1.3%,-26.2%
